D2 agonist: HTS Assay for Allosteric Agonists of the Human D2 Dopamine Receptor: Primary Screen for Agonists; D(2) dopamine receptor (Homo sapiens), P14416; HEK293 T-REx D2 cells, calcium flux agonist mode; activation, % at 2 µM; 340,000 tested, 0.53% active;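 active means activation over 3 SD above normal in the single-dose calcium agonist read, cut at about 30% in these data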; further: 0% is about no effect
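HEK293 Trex D2 cells, tetracycline-induced, o/n 30 C 5% CO2; no-wash Ca dye, RT 30–90 min; 10-cycle baseline, 23 nl cpd added, kinetic Ca read 180 s; agonist hits = positive Ca response.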
D1 agonist: Allosteric Agonists of the Human D1 Dopamine Receptor: qHTS; AID 504660, 2011; activation, % at 2 µM; HEK293 T-REx D1 cells, calcium flux, agonist mode; 360,000 tested, 1% active; D(1A) dopamine receptor (Homo sapiens), P21728; further: 0% is about no effect
Target sequence (P21728 whole entry, looked up): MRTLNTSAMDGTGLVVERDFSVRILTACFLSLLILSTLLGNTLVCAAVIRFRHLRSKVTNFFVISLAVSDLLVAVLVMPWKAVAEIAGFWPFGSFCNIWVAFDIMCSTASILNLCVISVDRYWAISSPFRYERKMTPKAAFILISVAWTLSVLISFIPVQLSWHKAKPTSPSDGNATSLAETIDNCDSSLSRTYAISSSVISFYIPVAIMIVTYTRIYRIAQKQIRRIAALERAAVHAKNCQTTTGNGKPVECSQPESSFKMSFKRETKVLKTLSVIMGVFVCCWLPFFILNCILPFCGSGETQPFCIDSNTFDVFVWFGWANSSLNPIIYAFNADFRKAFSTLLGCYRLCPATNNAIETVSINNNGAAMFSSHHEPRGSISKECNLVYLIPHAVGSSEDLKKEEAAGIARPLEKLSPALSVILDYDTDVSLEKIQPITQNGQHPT
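Tetracycline-induced HEK293 TREx D1 cells, force-coupled to calcium signalling, were dye-loaded with a no-wash calcium kit. Compound was pin-added after a 10 s baseline. Fluorescence was read kinetically at 1 cycle/s for 180 s, with calcium rises flagged as agonism.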
D2 antagonist: HTS Assay for Allosteric Antagonists of the Human D2 Dopamine Receptor: Primary Screen for Antagonists. D(2) dopamine receptor (Homo sapiens), P14416. HEK293 TREx D2 cells, calcium flux, dopamine EC80. inhibition, % at 10 µM. 340,000 tested, 2% active. AID 485344, 2010; in the data active means inhibition above about 30%; further: 0% is about no effect
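Measurement of antagonist activity uses fluorescent calcium dye in inducible HEK293 T-REx D2 cells: 10 s baseline, compound addition with 180 s read, EC80 dopamine addition with a further 180 s read.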
D1 potentiator: Potentiators of Human D1 Dopamine Receptor: qHTS; D(1A) dopamine receptor (Homo sapiens), P21728; HEK293 TREx D1 cells, calcium flux, dopamine EC20 potentiation; potentiation, % at 10 µM; 360,000 tested, 0.036% active; in the data active means potentiation above about 30%; further: 0% is about no effect
TRHR enhancer: qHTS for Small Molecule Agonists and Allosteric Enhancers of Human TRH Receptor: Primary Screen for Enhancers | Thyrotropin-releasing hormone receptor (Homo sapiens), P34981 | TRHR cells, fluo-8 calcium fluorescence, EC20 TRH enhancement | enhancement, % at 2 µM | 360,000 tested, 0.66% active; in the data active means enhancement above about 30%; further: 0% is about no effect
Target sequence (P34981 whole entry, looked up): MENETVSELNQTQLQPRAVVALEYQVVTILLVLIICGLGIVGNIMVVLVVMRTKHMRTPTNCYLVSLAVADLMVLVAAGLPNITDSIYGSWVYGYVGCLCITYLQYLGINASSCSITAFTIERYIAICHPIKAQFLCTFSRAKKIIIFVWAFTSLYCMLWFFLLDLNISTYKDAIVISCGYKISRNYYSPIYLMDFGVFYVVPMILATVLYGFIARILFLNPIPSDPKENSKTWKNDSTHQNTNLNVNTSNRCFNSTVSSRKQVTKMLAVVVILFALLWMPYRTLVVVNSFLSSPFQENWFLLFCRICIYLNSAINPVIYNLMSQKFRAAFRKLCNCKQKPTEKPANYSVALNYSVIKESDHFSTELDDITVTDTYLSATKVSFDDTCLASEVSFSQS
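Enhancer read-out: after compound pinning and an initial kinetic agonist-mode read, an EC20 of TRH (10 nM final) was injected and fluo-8 calcium signal (Ex 480/Em 530) followed at 1 s/cycle for 100 cycles in TRHR-expressing cells.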
RXFP1 antagonist: qHTS Assay for Antagonists of the Relaxin Receptor RXFP1; activity change, negative = inhibition, % at 57.5 µM; 350,000 tested, 0.59% active; HEK293-RXFP1, relaxin-stimulated cAMP HTRF, 30 min; active compounds read low; Relaxin receptor 1 (Homo sapiens), Q9HBX9;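 active means activity change of -60% or lower, but not beyond a set lower limit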; further: on the % scale 0 is the no-effect control and ±100 the full control effect
D1 antag: Antagonist of Human D 1 Dopamine Receptor: qHTS; D(1A) dopamine receptor (Homo sapiens), P21728; HEK293 TREx D1 cells, calcium flux, dopamine EC80; active compounds read low; activity change, negative = inhibition, % at 10 µM; 360,000 tested, 3.2% active; AID 504652, 2011; in the data active means activity change below about -30%; further: on the % scale 0 is the no-effect control and ±100 the full control effect
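Using tetracycline-induced force-coupled D1 Hek293 cells and a calcium dye, signals were followed for 180 s after compound, then for 180 s after EC80 dopamine, to detect inhibitors.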
TRHR agonist: qHTS for Small Molecule Agonists and Allosteric Enhancers of Human TRH Receptor: Primary Screen for Agonists; activation, % at 2 µM; TRHR cells, calcium flux fluo-8, FDSS agonist mode; AID 493084, 2011; 360,000 tested, 0.18% active; further: 0% is about no effect
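Fluo-8-loaded TRHR cells; 10 s baseline, compound added, kinetic Ca2+ fluorescence read 1/s, agonist mode.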
D2 potentiator: HTS Assay for Positive Allosteric Modulators of the Human D2 Dopamine Receptor: Primary Screen for Potentiators; D(2) dopamine receptor (Homo sapiens), P14416; HEK293 T-REx D2, calcium flux, EC20 dopamine potentiation; potentiation, % at 10 µM; 340,000 tested, 0.34% active;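 active means potentiation over 3 SD above the plate norm, cut at about 30% in these data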; further: 0% is about no effect
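Primary screen. Calcium kinetics in induced HEK293 T-REx D2 cells: compound pre-addition 180 s, EC20 dopamine, 180 s more.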
* marks the source's active call; other numbers are inactive results; x = no result given. Unless noted, no stated cut-off is given here; in the data, active means activation above about 30%; inactive means the rest.

#	compound	D2 agonist	D1 agonist	D2 antagonist	D1 potentiator	TRHR enhancer	RXFP1 antagonist	D1 antag	TRHR agonist	D2 potentiator
1	CC(=O)Nc1cc[n+](CC(=O)c2cccc([N+](=O)[O-])c2)cc1	-0.3	9	4	-3	15	3	16	-0.1	5
2	C1CCN(c2nc(N3CCCC3)nc(N3CCNCC3)n2)C1	x	2	x	-3	-6	x	11	-0.7	-4
3	Cc1ccccc1CS(=O)(=O)c1cn(CC(=O)N2CCOCC2)c2ccccc12	1.6	3	-8	1	-2	-5	-4	0.3	-4
4	CC(=O)N1CCc2cc(S(=O)(=O)NC(Cc3ccccc3)C(=O)Nc3cc(C)ccn3)ccc21 (stereo unspecified)	0.4	1	4	2	-15	11	-7	-0.1	-5
5	CC(=O)NCCC(=O)Nc1nc(C)c(Cc2ccc3c(c2)OCO3)s1	-0.5	2	-10	8	3	0	8	-0.2	-1
6	Cc1cc(C)cc(NS(=O)(=O)c2csc(C(N)=O)c2)c1	0.1	2	-10	-4	-9	5	-4	-0.8	-3
7	COc1ccc(CCN=C(N)NS(=O)(=O)c2ccc(OC)c(OC)c2)cc1OC	0.6	2	-3	-2	26	-2	21	0.9	15
8	O=C1CCC(C(=O)OCC(=O)C23CC4CC(CC(C4)C2)C3)N1 (stereo unspecified)	1.1	1	-1	-10	-2	6	25	0.0	-4

Part of the list above, showing only D1 potentiator, D1 agonist and D1 antag:
item	smiles	D1 potentiator	D1 agonist	D1 antag
1	CC(=O)Nc1cc[n+](CC(=O)c2cccc([N+](=O)[O-])c2)cc1	-3	9	16
6	Cc1cc(C)cc(NS(=O)(=O)c2csc(C(N)=O)c2)c1	-4	2	-4

Pulled by compound from the entries so far, three records:
#	compound	D2 agonist	D1 agonist	D2 antagonist	D1 potentiator	TRHR enhancer	RXFP1 antagonist	D1 antag	TRHR agonist	D2 potentiator
7	COc1ccc(CCN=C(N)NS(=O)(=O)c2ccc(OC)c(OC)c2)cc1OC	0.6	2	-3	-2	26	-2	21	0.9	15
3	Cc1ccccc1CS(=O)(=O)c1cn(CC(=O)N2CCOCC2)c2ccccc12	1.6	3	-8	1	-2	-5	-4	0.3	-4
6	Cc1cc(C)cc(NS(=O)(=O)c2csc(C(N)=O)c2)c1	0.1	2	-10	-4	-9	5	-4	-0.8	-3

Later entries
#	compound	D2 agonist	D1 agonist	D2 antagonist	D1 potentiator	TRHR enhancer	RXFP1 antagonist	D1 antag	TRHR agonist	D2 potentiator
9	CCCCn1nnc(N(C(=O)c2cccs2)C(=O)c2cccs2)n1	0.2	11	-15	-7	5	3	-3	-0.6	-1
10	CC(=O)c1c(C)[nH]c(C(=O)OCC(=O)N2CCc3ccccc3C2)c1C	0.8	4	18	-10	-5	-4	-13	-0.3	3
11	Cc1ccc2sc(N3CCN(C(=O)C4COc5ccccc5O4)CC3)nc2c1C (stereo unspecified)	0.7	2	x	1	4	x	x	-0.5	0
12	CC(=O)NN1C(=O)c2ccccc2NC1c1ccco1 (stereo unspecified)	0.0	3	5	-3	-5	-1	10	0.5	x
13	CCN1CCN(CCNC(=O)C2CCCN(Cc3nc(-c4cccc(Cl)c4)oc3C)C2)CC1 (stereo unspecified)	-0.8	1	-1	-6	3	-10	-39*	-0.1	-10
14	Cc1ccc(S(=O)(=O)N2CCCCC2)cc1NC(=O)COC(=O)c1ccc2c(c1)OCO2	-1.3	2	-11	-8	-1	-13	-10	-1.3	-5
15	O=[N+]([O-])c1ccc2ncnc(N3CCN(Cc4ccc5c(c4)OCO5)CC3)c2c1	77*	4	101*	-2	1	-3	-10	-0.2	-19
16	CCC(C)N(C(=O)CSc1ncnc2sccc12)C1CCS(=O)(=O)C1 (stereo unspecified)	-0.8	0	-5	-4	5	-6	-6	-0.2	-8
17	Cc1ccc(N(C(=O)CS(=O)CC(=O)Nc2ccc(F)cc2)C(C)C(=O)NC(C)(C)C)cc1 (stereo unspecified)	0.3	2	6	x	15	11	-4	-1.9	6
18	O=C1CCCC2=C1C(Cc1ccccc1)C1=C(CCCC1=O)O2	-0.2	0	-15	-3	1	0	-3	-0.2	-2
19	COC(C(=O)Nc1ccccc1C(=O)N1CCOCC1)c1ccccc1 (stereo unspecified)	0.4	2	-1	7	-2	-6	5	0.9	-5
20	O=c1oc2ccccc2cc1-c1ccc(O)cc1	2.7	3	-7	0	-6	7	-27	-0.5	1
21	COc1ccc(S(=O)(=O)N2CCCC(C(=O)NCc3ccncc3)C2)cc1Cl (stereo unspecified)	-0.4	14	18	-1	-10	2	4	-0.7	-1
22	CNC(=O)c1c(NC(=O)c2nc3ccccc3s2)sc2c1CCC2	1.0	1	-13	0	6	x	-8	1.0	9
23	CCCCCCCC(=O)N/N=C(/C)c1c(O)cc(C)oc1=O	0.5	1	18	1	-6	-4	7	1.8	-3
24	CC(=O)N/C(=C/c1ccc2c(c1)OCO2)C(=O)NCC(=O)O	0.5	4	1	-4	-3	x	-12	0.2	4

Entries above printed as active in D1 antag:
no. | mol | D1 agonist | D2 antagonist | D1 potentiator | TRHR enhancer | RXFP1 antagonist | D1 antag | TRHR agonist | D2 potentiator
13 | CCN1CCN(CCNC(=O)C2CCCN(Cc3nc(-c4cccc(Cl)c4)oc3C)C2)CC1 (stereo unspecified) | 1 | -1 | -6 | 3 | -10 | -39* | -0.1 | -10

Next compounds.
#	compound	D2 agonist	D1 agonist	D2 antagonist	D1 potentiator	TRHR enhancer	RXFP1 antagonist	D1 antag	TRHR agonist	D2 potentiator
25	Cc1ccc2oc(=O)c3cnn(CC(=O)NCCN4CCOCC4)c3c2c1	1.4	-2	-7	5	-2	-6	-6	0.4	13
26	COc1ccc(-c2nc(N)nc(C(F)(F)F)c2-c2ccccc2OC)c(O)c1	0.4	3	-12	-8	2	1	6	0.0	5
27	O=C(Nc1ccc2c(c1)C(=O)NC2=O)c1ccc2ncsc2c1	0.4	-1	6	-3	-2	-2	-14	0.3	-2
28	Nc1nc(SCC(=O)Nc2ccccc2Sc2ccccc2)n[nH]1	0.5	2	0	2	1	19	4	-0.1	3
29	O=C(NCC1CCCO1)c1cc(C(=O)C2CCCCC2)c[nH]1 (stereo unspecified)	0.8	4	5	6	1	-7	-8	0.2	-2
30	CCCOc1ccc(C(=O)NNC(=S)NC(=O)c2cc(-c3ccccc3)nc3ccccc23)cc1	2.2	17	4	0	0	14	-18	0.3	9
31	O=C(O)CCCN1C(=O)c2cccc3cccc(c23)C1=O	1.0	4	13	2	0	x	2	0.6	-6
32	COc1ccc(CCNC(=O)c2ccc(Cn3c(=O)c4ccccc4n(Cc4ccccc4Cl)c3=O)cc2)cc1OC	x	-2	x	2	8	x	4	0.3	16
33	Cc1ccccc1CNS(=O)(=O)c1c(C(=O)N2CCCCC2)c(C)n(C)c1C	-0.7	0	0	3	-2	11	9	0.3	24
34	COc1cc(C=O)c(Cl)cc1OCC(N)=O	1.0	1	-4	-4	1	-6	-16	0.4	-7
35	CCOc1ccc(C(=O)NCC(=O)N2CCC(C)CC2)cc1OCC	1.2	2	8	-5	-4	11	-28	-0.2	2
36	CNC(=O)C1CCN(C(=O)N2CC(C)Oc3ccc(C)cc32)CC1 (stereo unspecified)	-0.7	0	x	3	0	-12	-19	0.1	-7
37	COc1ccc(NC(=O)c2ccccc2NC(=O)c2ccccc2)cc1	x	2	x	-2	11	-3	-8	-0.5	x
38	O=C(NCCc1ccccc1)C(=Cc1ccc(C(=O)O)cc1)C(=O)NCCc1ccccc1	-0.1	1	-16	3	-3	-4	10	-0.1	-4
39	CN(C)/C=C(\C#N)C(=O)Nc1ccccc1	-0.4	0	10	-4	-1	-4	18	0.2	-7
40	CC1=NN(C(N)=S)C(=O)C1N=Nc1ccccc1C(=O)O (stereo unspecified)	x	2	x	5	-3	7	-4	0.6	x
41	Cc1c2c(nc3ccccc13)OCC2	-0.3	-2	-2	-1	2	x	-12	-0.8	15
42	Cn1nccc1C(=O)N1CCN(c2ccccc2F)CC1	-1.6	8	23	2	7	1	1	-0.9	14
43	O=C(NC1CCCCC1)c1ccc2c(c1)OCCO2	-1.1	0	5	-4	4	-18	-12	0.8	0
44	Cn1nnnc1SCC(=O)N1c2ccccc2CCc2ccccc21	0.2	0	-1	-10	2	-5	-9	-0.9	1
45	O=C(Nc1cccc2cccc(NC(=O)c3ccco3)c12)c1ccco1	-0.4	-1	24	0	1	-13	12	-0.2	0
46	Cc1ccc(C)c(NC(=S)N=Nc2c(O)n(C)c3ccc(S(=O)(=O)N4CCOCC4)cc23)c1	0.1	3	-1	13	0	-10	1	-0.1	-15
47	COCCn1c(SCC(=O)Nc2cc(C)on2)nc2ccccc2c1=O	-0.1	3	-9	-2	6	6	-12	0.2	11
48	Cc1cccc(NS(=O)(=O)c2cccc(C(=O)N3CCCCCCC3)c2)c1	0.1	2	-1	-2	-1	-6	-15	-0.6	-9
49	O=C(/C=C/c1ccc2c(c1)OCO2)NCc1ccc(F)cc1	x	0	-5	-6	4	3	-11	1.0	-8
50	CCOC(=O)C1CCCN(C(=O)/C=C/c2ccc(OC)cc2)C1 (stereo unspecified)	0.9	2	0	2	-2	0	11	0.1	8
51	COc1ccc(OC)c(NC(=O)C2CCCN(S(=O)(=O)c3cccc4cccnc34)C2)c1 (stereo unspecified)	-1.2	0	0	-6	2	-15	7	-0.7	-15
52	Cc1cc(C)c(NC(=O)Cn2c(=O)nc(-c3ccccc3)c3cc(Cl)ccc32)c(C)c1	0.2	-1	x	0	-5	10	-4	-0.9	0
53	Cc1nc2ccccc2n1CCc1nc2c3ccccc3nc(SCC(=O)Nc3ccc(C(C)C)cc3)n2n1	-0.1	3	x	-4	5	-10	-20	0.1	-5
54	CS(=O)(=O)C1=NSC2=NC(=O)/C(=C\c3cccn3-c3ccccc3Cl)C(=N)N21	0.2	2	-8	-4	-3	10	5	0.3	-2
55	O=C(Nc1cccc(C(=O)Nc2ccc(Cl)cn2)c1)c1ccccc1	-1.0	4	1	-5	2	6	-15	-1.9	-1
56	CC(C)n1cnc2cc(NCc3nc4ccccc4n3C)ccc21	1.2	1	-22	10	-9	-5	-9	-2.4	12
57	CCn1cc(C(=O)OCC(=O)Nc2c(C)n(C)n(-c3ccccc3)c2=O)c(=O)c2ccc(C)nc21	-0.9	0	-5	-1	20	-8	-7	-0.2	10
58	Cc1nc2ccccc2nc(C)c1=NO	0.2	3	4	3	1	-13	-6	0.0	11
59	O=C(c1ccc2c(c1)[nH]c(=S)n1c3ccccc3nc21)N1CCN(c2ncccn2)CC1	-2.0	0	-28	-2	7	-6	10	-0.2	15
60	COC(=O)c1scc(-c2ccccc2)c1S(=O)(=O)Nc1ccc(C)c(Cl)c1	1.6	4	x	-2	-3	x	18	0.0	-10
61	Cc1nc(N)sc1-c1csc(Nc2cccc(O)c2)n1	0.7	3	17	-6	3	-14	-1	0.4	5
